Mcl1-Bid inh – Mcl-1/Bid interaction inhibition. 220,000 tested, 0.97% active. TR-FRET Mcl-1/Bid-Dy647 peptide binding, 1536-well. inhibition, % at 21.7 µM. Q07820;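 active = compounds that cut the binding signal by more than half at the single screening dose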;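 also: His-tagged Mcl-1 with europium anti-His antibody binding Bid BH3 peptide; 0% = Mcl-1 plus peptide wells and 100% = peptide-only wells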
Bim-Bfl-1 – inhibitors of Bim-Bfl-1 interaction, human; Q16548; Bead-based flow cytometry, Bim-Bfl-1 binding inhibition; inhibition, % at 10 µM; 190,000 tested, 0.12% active; AID 1008;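 also: 0% = wells without compound plus tracer and 100% = blocker peptide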
RGS4-Gao reg – modulates binding of RGS4 to human Galphao | AID 1415 | binding response (% of control), % at 10 µM | 220,000 tested, 0.33% active | P09471 | Multiplexed bead flow cytometry; actives lie on both sides; in the data active = binding response below about 49% or above about 150%; inactive = in between;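 also: fluorescent Galphao activated with aluminum fluoride binding bead-coupled RGS4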
Target sequence (P09471 whole entry, looked up): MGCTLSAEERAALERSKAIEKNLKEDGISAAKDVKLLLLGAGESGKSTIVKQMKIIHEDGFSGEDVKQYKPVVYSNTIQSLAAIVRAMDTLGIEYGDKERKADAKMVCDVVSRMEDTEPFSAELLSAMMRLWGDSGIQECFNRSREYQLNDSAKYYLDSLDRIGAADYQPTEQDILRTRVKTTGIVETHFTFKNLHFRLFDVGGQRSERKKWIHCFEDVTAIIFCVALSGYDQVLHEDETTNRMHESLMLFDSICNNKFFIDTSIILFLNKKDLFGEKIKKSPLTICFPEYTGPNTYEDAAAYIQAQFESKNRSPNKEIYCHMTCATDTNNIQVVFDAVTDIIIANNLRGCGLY
Mcl1 Noxa PPI – disrupts binding of human Mcl-1 to Noxa peptide. Q07820. TR-FRET Mcl-1/Noxa peptide binding, 2 h. inhibition, % at 21.7 µM. 220,000 tested, 1.5% active. AID 1022;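 active = compounds that cut the protein-peptide binding signal by more than 50% relative to plate controls in a single-dose test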;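 also: His-tagged Mcl-1 with rhodamine Noxa BH3 peptide and terbium anti-His antibody; 0% = Mcl-1 plus Noxa peptide wells and 100% = peptide-only wells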
Bim-Mcl-1 – human Bim-Mcl-1 interaction inhibition; Q07820; Bead-based flow cytometry, Bim peptide-Mcl-1 binding; inhibition, % at 10 µM; 190,000 tested, 0.1% active; AID 1009;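 also: 0% = no compound tracer wells and 100% = peptide blocker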
Bim-Bcl-2 – human Bim-Bcl-2 interaction inhibition. P10415. 190,000 tested, 0.06% active. inhibition, % at 10 µM. Bead-based flow cytometry, Bim peptide-Bcl-2 binding; in the data active = inhibition above about 40%; inconclusive = no clear call, values can overlap the other calls;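 also: 0% = no compound wells with probe peptide and 100% = reference peptide inhibitor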
Target sequence (P10415 whole entry, looked up): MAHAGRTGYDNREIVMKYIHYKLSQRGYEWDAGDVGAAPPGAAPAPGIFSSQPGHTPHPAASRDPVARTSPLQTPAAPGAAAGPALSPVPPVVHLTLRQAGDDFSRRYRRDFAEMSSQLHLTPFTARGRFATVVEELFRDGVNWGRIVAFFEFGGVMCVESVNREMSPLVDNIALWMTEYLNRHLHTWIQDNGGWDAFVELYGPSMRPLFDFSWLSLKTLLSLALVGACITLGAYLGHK
Bcl-W Bim block – inhibitors of Bim-Bcl-W interaction, human; 190,000 tested, 0.02% active; bead-based flow cytometry, Bim peptide-Bcl-W binding; AID 952; inhibition, % at 10 µM; Q92843;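 also: 0% = bound tracer without compound and 100% = peptide blocker; higher means less fluorescent Bim peptide bound to Bcl-W beads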
Bim-Bcl-B – disrupts Bim peptide binding to human Bcl-B; Q9HD36; AID 951; 190,000 tested, 0.073% active; bead-based flow cytometry; inhibition, % at 10 µM;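 also: 0% = tracer peptide without compound and 100% = reference inhibitor peptide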
Target sequence (Q9HD36 whole entry, looked up): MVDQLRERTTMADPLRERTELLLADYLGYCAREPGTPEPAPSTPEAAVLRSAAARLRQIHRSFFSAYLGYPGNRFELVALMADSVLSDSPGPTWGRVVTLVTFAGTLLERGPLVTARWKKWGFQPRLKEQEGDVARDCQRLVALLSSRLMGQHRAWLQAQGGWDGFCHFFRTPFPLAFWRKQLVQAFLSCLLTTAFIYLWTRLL
Bim-Bcl-XL – human Bim-Bcl-XL interaction inhibition. Q07817. Bim peptide-Bcl-XL binding, bead flow cytometry, fluorescence. inhibition, % at 10 µM. 190,000 tested, 0.04% active. AID 1007
Target sequence (Q07817 whole entry, looked up): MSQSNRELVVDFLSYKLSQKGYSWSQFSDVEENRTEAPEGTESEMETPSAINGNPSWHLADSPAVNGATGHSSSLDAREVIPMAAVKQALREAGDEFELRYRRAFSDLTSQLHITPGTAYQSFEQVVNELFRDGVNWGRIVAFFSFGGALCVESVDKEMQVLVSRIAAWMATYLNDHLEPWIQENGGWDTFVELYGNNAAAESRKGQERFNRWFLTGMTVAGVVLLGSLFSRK
RGS7-Gao – regulators of human RGS7-Galphao interaction. binding response (% of control), % at 10 µM. 220,000 tested, 0.35% active. P09471. Multiplexed bead flow cytometry, RGS7-Galphao binding; actives lie on both sides; in the data active = binding response below about 49% or above about 150%; inconclusive = no clear call, values can overlap the other calls; inactive = in between;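 also: fluorescent Galphao held in activated GDP-AlF4 state binding bead-coupled RGS7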
RGS8-Gao – regulators of human RGS8-Galphao interaction | multiplexed bead flow cytometry, RGS8-Galphao binding; actives lie on both sides | response (percent of control binding), % at 10 µM | 220,000 tested, 0.34% active; in the data active = response below about 60% or above about 140%; inactive = in between;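 also: Galphao activated as the GDP aluminium fluoride complex binding bead-coupled RGS8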
An asterisk follows results filed as active; ? = inconclusive; nt = no result given; & = joins results of further samples; ! = repeats disagree. Rule as the data show it, unless noted: active = inhibition above about 40%. Rows were taken by chance; overall some 2.7% were active at least once.

SMILES	Mcl1-Bid inh	Bim-Bfl-1	RGS4-Gao reg	Mcl1 Noxa PPI	Bim-Mcl-1	Bim-Bcl-2	Bcl-W Bim block	Bim-Bcl-B	Bim-Bcl-XL	RGS7-Gao	RGS8-Gao
CCn1c(/C=C/N(C(C)=O)c2ccccc2)[n+](CC)c2ccc(Cl)cc21	-1	-12	106	6	-3	-8	-3	-12	-9	99	101
CCOC(=O)C1=C(CNC2CCCCC2)NC(=O)NC1c1cc(C)ccc1C (configuration not stated)	2	-13	98	11	-2	-7	-1	-9	-2	97	98
COc1ccc(CCNCc2csc3nc4ccccc4n23)cc1OC	34	-7	100	20	14	-3	6	-2	-2	98	103
Cc1cc(C)c(C#N)c(SCS(=O)Cc2ccc(Cl)cc2)n1 (configuration not stated)	-4	-2	102	1	0	-4	0	-2	2	104	101
CN1CCC(=NOc2ccc([N+](=O)[O-])cc2)CC1	-1	-5	98	2	-4	0	0	-2	-2	96	100
Cc1ccccc1NCC(=O)N/N=C\c1ccc2c(c1)OCO2	-64	-15	97	3	-8	-8	-6	-8	-5	89	99
Cc1ccc(COCCN2CCN(S(=O)(=O)c3ccccc3)CCC2=O)cc1	-19	nt	102	23	nt	nt	nt	nt	nt	?	101
c1n[nH]c(NCc2ccc3c(c2)OCO3)n1	-5	-2	78	-22	0	0	0	-3	-3	92	92
CNC(=S)N1N=C(c2ccc(C)cc2)CC1c1ccc(OC)c(OC)c1 (configuration not stated)	-10	-2	115	1	-1	-3	0	0	-7	109	115
Cc1ccc(CNC(=O)Cn2c([N+](=O)[O-])cnc2C)cc1	-12	0	102	5	0	-1	-1	-1	0	100	103
Cc1cc2oc(=O)cc(COC(=O)Cn3cnnn3)c2cc1C(C)C	14	-21	103	15	-5	-12	-2	-7	-7	96	102
COc1ccc(C2CC(C(F)(F)F)n3nc(C(=O)N(C)Cc4cn(C)nc4C)c(Cl)c3N2)cc1 (configuration not stated)	-15	-2	101	8	-8	-6	-5	1	-2	102	100
Cc1ccn2c(NC(=O)C(C)(C)Oc3ccc(Cl)cc3)c(-c3cccs3)nc2c1	-20	-3	98	-17	-3	-2	-1	-3	-1	100	98
CCOC(=O)c1c(C)n(C)c2ccc(OC(=O)c3ccc(N4C(=O)CCC4=O)cc3)cc12	-15	-6	98	13	-3	-9	-3	-8	-7	95	99
CC(C)CCNC(=O)C1CC(c2ccccc2C(F)(F)F)=NO1 (configuration not stated)	-26	nt	100	-14	nt	nt	nt	nt	nt	?	102
CC1CCN(C(=O)c2ccc(CSc3nc4ccncc4n3Cc3ccc(F)cc3)cc2)CC1	-2	0	99	-2	-3	0	-5	-7	-8	100	103
CCOCCCNC(=O)CNC(=S)N(Cc1ccccc1F)C1CCCCC1	-4	-19	103	5	-5	-12	0	-9	-6	104	101
C=CCCCCc1nc2ccccc2c(=O)n1N	-25	0	100	-7	-3	0	-3	-6	-5	102	102
COCCNC(=O)c1onc(CSc2cccc(Cl)c2)c1C(=O)O	8	0	97	5	0	-2	-1	0	0	97	99
Cn1nc(C(=O)Nc2sc3c(c2C#N)CCCC3)ccc1=O	-20	0	104	17	-1	0	-1	-5	0	100	102
CC(C)(C)c1cc(-c2n[nH]c(=S)n2-c2ccc(Cl)cc2)n[nH]1	-49	nt	98	-6	nt	nt	nt	nt	nt	?	97
COc1ccccc1NC(=O)Nc1cc(NC(=O)Nc2ccccc2OC)c(C)nc1C	-12	6	98	7	5	6	2	8	3	97	90
CCOC(=O)c1c(NC(=O)/C=C/c2ccc(C)o2)sc(C)c1C	6	-8	102	34	-6	-11	-1	-18	-5	114	102
O=C(CN1CCN(C(=O)c2cccs2)CC1)NC1CCCCC1	-9	-11	99	4	0	-8	1	-8	-2	99	97
CCOC(=O)Nc1ccc2c(c1)N(C(=O)OCCN(C)C)c1ccccc1CC2	76*!	-9&-3	60&86	26&6	0&-2	-6&-3	1&-1	-5&-2	-2&-1	55&83	66&93
Next structures
SMILES	Mcl1-Bid inh	Bim-Bfl-1	RGS4-Gao reg	Mcl1 Noxa PPI	Bim-Mcl-1	Bim-Bcl-2	Bcl-W Bim block	Bim-Bcl-B	Bim-Bcl-XL	RGS7-Gao	RGS8-Gao
COc1ccc(NC(=O)CN2CCC(Cc3ccccc3)CC2)cc1S(=O)(=O)N1CCOCC1	-5	0	101	-7	0	0	0	-3	0	104	101
COc1ccc(CN2C(=O)c3ccccc3C(/C=N/OCc3ccc(Cl)cc3)C2=O)cc1 (configuration not stated)	-78	-2	97	-56	0	-1	0	0	-2	98	100
CC1(C)CC(=O)C2=C(C1)N(N1CCOCC1)C(N)=C(C#N)C2c1cccs1 (configuration not stated)	-58	-17	87	14	-4	-5	-6	-10	-9	99	97
COc1ccc(C)cc1N(C(=O)COc1ccccc1)c1nc2ccccc2s1	-15	-11	102	24	-2	-8	-5	-5	-6	100	106
COc1ccccc1NC(=O)Nc1nnc(C(C)C)s1	-28	3	102	-22	1	4	2	3	3	104	102
COc1ccc(-c2cc(-c3ccccc3)nc3ncnn23)cc1	-13	1	96	14	-1	-6	-3	-2	-1	?	97
CCCCC(C(=O)OCC)C(N)Cc1ccc(F)cc1 (configuration not stated)	2	7	99	24	98*	58*	24	76*	83*	96	99
CCOC(=O)C1CCCN(Cc2ccc(OC)cc2OC)C1 (configuration not stated)	19	0	107	26	0	3	0	1	-1	101	97
CC1(C)Nc2ccccc2N(CCC(=O)N2CCOCC2)C1=O	-8	-21	102	-8	-8	-12	-2	-10	-12	102	100
CSc1nsc(N/N=C/c2ccccc2)c1C#N	-56	-4	103	6	-1	-1	-4	-1	-4	105	102
CNC1(c2nnnn2-c2c(C)cccc2C)CCOC(C)(C)C1 (configuration not stated)	-16	nt	98	-14	nt	nt	nt	nt	nt	?	99
Cc1ccc(C2=NN(CCC(=O)NCc3ccc4c(c3)OCO4)C(=O)CC2)cc1	-34	nt	115	12	nt	?	nt	nt	nt	115	97
CCOC(=O)CNc1nc(C(C)(C)C)nc2c1nnn2Cc1ccccc1Cl	-7	-7	105	4	-8	-11	-9	-4	-11	106	103
O=c1c(C(c2ccc(Cl)cc2)c2c(O)nc3n(c2=O)CCCS3)c(O)nc2n1CCCS2	-23	nt	81	10	nt	nt	nt	nt	nt	?	94
O=C(COC(=O)CCC1CCCC1)NCc1ccc(Cl)cc1	-1	-4	100	2	-1	-2	-1	-1	0	102	101
CCN1CCN(C(=O)c2nn(-c3ccccc3)c(=O)c3ccccc23)CC1	-7	-2	100	19	-5	-5	-2	0	-1	96	100
COC(=O)c1cc(NC(C)=O)ccc1N1CCOCC1	-45	-4	107	3	-2	0	0	-4	0	?	105
CC(NS(=O)(=O)c1ccccc1)C(c1cccs1)N1CCN(c2ccccc2)CC1 (configuration not stated)	-9	-12	102	21	0	-8	0	-5	-3	98	100
c1ccc(CSc2ccc(-c3cccs3)nn2)nc1	-20	-6	101	8	-4	-6	-5	-5	-6	98	104
Cc1ccc(-n2nc(C)c(/C=N/n3c(C)n[nH]c3=S)c2Cl)cc1	0	2	101	20	-7	0	0	-35	0	103	99
Cc1cc2ccccn2c1C(=O)c1cc([N+](=O)[O-])cc([N+](=O)[O-])c1	-19	0	100	-7	0	-1	-1	-3	-1	?	99
O=C(NCCCCCCNC(=O)OCCO)OCCO	4	3	96	13	7	2	9	12	3	93	80
CCOC(=O)C(NC(=O)CCC(=O)Nc1ccc(S(N)(=O)=O)cc1)C(O)c1ccccc1 (configuration not stated)	10	-2	102	18	-2	0	-2	-4	-4	101	100
CCCCCC(=O)NNC1CC(=O)N(c2ccccc2)C1=O (configuration not stated)	-26	nt	95	12	nt	nt	nt	nt	nt	?	96
COc1ccccc1NC(=S)N1CCC(c2nc3cc(C)c(C)cc3[nH]2)CC1	-26	-10	99	3	-1	-12	-1	-13	-4	99	101
Additional results follow.
SMILES	Mcl1-Bid inh	Bim-Bfl-1	RGS4-Gao reg	Mcl1 Noxa PPI	Bim-Mcl-1	Bim-Bcl-2	Bcl-W Bim block	Bim-Bcl-B	Bim-Bcl-XL	RGS7-Gao	RGS8-Gao
CN(C(=O)CSc1nnc(-c2cccnc2)n1-c1ccccc1F)C1CCS(=O)(=O)C1 (configuration not stated)	-29	4	100	21	0	0	1	0	2	104	100
CCOC(=O)CCNC(C)C1COc2ccccc2O1 (configuration not stated)	56*	0	100	44	3	0	1	1	0	100	102
CCn1c(-c2cc(OC)ccc2OC)csc1=Nc1c(C)n(C)n(-c2ccccc2)c1=O	-5	-3	98	11	-5	-7	-1	-9	-4	97	100
CO/N=C\C(=N\Nc1ccc(OC)cc1)C(=O)c1ccccc1	-20	-1	101	20	-4	-2	-1	-2	0	102	101
COc1ccc(CCNC(=S)Nc2cccc(C)c2)cc1	-48	-10	95	-11	0	-5	0	-7	-4	100	97
CCOC(=O)c1ccc(S(=O)(=O)N(CCO)Cc2cc3cc(OC)c(OC)cc3[nH]c2=O)cc1	-37	nt	97	-2	nt	nt	nt	nt	nt	?	98
NC(=O)NC(c1ccccc1)c1cccc2ccccc12 (configuration not stated)	-3	-15	102	nt	-3	-10	0	-7	-5	102	102
Cc1cc(C(=O)NCC(=O)OC(C(=O)Nc2cc(C(F)(F)F)ccc2Cl)c2ccccc2)ccc1[N+](=O)[O-] (configuration not stated)	-14	-13	101	-3	2	-9	3	-5	13	102	101
Cc1cc(C(F)(F)F)n(-c2nc(C(=O)NNS(=O)(=O)c3ccccc3[N+](=O)[O-])cs2)n1	-37	-6	95	20	0	-1	0	-3	-4	95	97
Cc1ccc(Oc2ncc(CN3CCOCC3)s2)cc1	-41	3	105	-8	-5	1	5	-2	2	98	103
O=C(C[N+]1(CC#Cc2ccccc2)CCCCC1)c1ccc(Cl)cc1	-3	-2	96	6	0	-1	-2	-4	-1	99	100
CC(=O)Nc1nc2cc3c(cc2s1)OCO3	-18	-6	100	-2	-1	0	0	-3	-3	101	103
O=C1NC(c2ccccc2)=C(c2ccc3ccccc3n2)C(c2ccncc2)N1 (configuration not stated)	-27	-15	98	7	-3	-5	-1	-7	-1	99	101
N#CC1CC(c2ccccc2)=NN1c1ccccc1[N+](=O)[O-] (configuration not stated)	-19	-3	101	19	0	0	0	-2	0	?	98
Cc1ccc(C)c(C(=O)CN2C(=O)NC3(CCCCCCC3)C2=O)c1	-3	2	98	4	-1	1	-4	-2	-3	?	100
CCc1nc2sccc2c(=O)n1N	-13	-4	100	6	0	0	1	-3	-1	101	100
COc1ccc(C(=O)N2c3ccccc3CC2C)cc1OC (configuration not stated)	1	-4	103	74*	-3	-3	-2	-2	-2	101	100
O=C(Oc1nsnc1N1CCOCC1)N1CCOCC1	-3	0	98	-9	1	-1	-1	2	-1	101	99
O=c1[nH]c(C2CCCCC2)nc2ccccc12	-6	0	96	-12	-1	2	-1	-4	-4	99	89
CC1CCCC(C)N1C(=S)NCc1ccco1 (configuration not stated)	-69	nt	102	8	nt	nt	nt	nt	nt	?	101
